Compound activity as filed in PubChem.
HePTP inhibitor – blocks human HePTP tyrosine phosphatase. P35236. recombinant HePTP phosphatase activity, OD absorbance. inhibition, % at 20 µM. 110,000 tested, 0.64% active; in the data active = inhibition above about 50%;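 also: plate controls were vehicle for no effect and reference inhibitor for full effect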
Target sequence (P35236 whole entry, looked up): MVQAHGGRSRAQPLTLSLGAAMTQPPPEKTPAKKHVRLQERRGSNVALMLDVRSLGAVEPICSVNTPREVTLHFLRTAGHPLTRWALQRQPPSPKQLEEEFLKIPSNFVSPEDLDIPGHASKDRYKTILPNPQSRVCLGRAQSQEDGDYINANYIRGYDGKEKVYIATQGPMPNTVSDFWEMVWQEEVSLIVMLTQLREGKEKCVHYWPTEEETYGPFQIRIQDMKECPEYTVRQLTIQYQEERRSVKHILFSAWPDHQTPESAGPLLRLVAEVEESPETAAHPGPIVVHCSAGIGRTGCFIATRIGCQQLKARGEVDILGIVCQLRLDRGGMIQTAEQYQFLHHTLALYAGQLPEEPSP
BAP1 inh – blocks human BAP1 ubiquitin-AMC hydrolysis; Q92560; recombinant BAP1, Ub-AMC hydrolysis fluorescence kinetic; stronger effect = lower value; activity remaining (% of control), % at 20 µM; 72,000 tested, 0.48% active; AID 436;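 active = activity remaining at or below 50% of control, provided the compound also passes the data quality filters; inactive = the rest, including low values that fail the filters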;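 also: 100% = DMSO wells rate and 0% = substrate alone blank rate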
Target sequence (Q92560 whole entry, looked up): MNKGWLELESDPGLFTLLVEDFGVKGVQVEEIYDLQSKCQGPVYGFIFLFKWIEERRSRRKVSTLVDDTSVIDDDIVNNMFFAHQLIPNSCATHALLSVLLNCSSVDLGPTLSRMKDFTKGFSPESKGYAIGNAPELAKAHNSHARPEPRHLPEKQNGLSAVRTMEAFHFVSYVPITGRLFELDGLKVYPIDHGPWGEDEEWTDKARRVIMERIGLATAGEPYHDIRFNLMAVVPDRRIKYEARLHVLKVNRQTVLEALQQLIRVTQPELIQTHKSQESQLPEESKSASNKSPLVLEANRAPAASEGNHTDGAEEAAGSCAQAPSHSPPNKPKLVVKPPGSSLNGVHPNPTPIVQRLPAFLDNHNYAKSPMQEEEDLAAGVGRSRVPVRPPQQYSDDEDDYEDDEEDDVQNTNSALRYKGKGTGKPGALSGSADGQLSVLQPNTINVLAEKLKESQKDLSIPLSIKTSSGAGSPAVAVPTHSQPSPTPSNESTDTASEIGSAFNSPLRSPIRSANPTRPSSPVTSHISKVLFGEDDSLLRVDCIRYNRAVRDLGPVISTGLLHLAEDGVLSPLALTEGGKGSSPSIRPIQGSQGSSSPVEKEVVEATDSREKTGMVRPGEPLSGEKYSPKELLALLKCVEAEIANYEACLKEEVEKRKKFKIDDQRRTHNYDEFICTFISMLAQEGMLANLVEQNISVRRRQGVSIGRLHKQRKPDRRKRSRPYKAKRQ
Starred values were filed as active, the others as inactive; · = not tested or not shown.

| SMILES | BAP1 inh | HePTP inhibitor |
| --- | --- | --- |
| O=C(c1ccc(CS(=O)(=O)c2ccc(Br)cc2)o1)N1CCN(c2ncccn2)CC1 | 89 | 4 |
| COc1cc(C(=O)Nc2ccc(C(=O)O)cc2)c2ccccc2n1 | · | 4 |
| COc1ccc(Nc2ncc3c(n2)CC(c2ccc(OC)cc2)CC3=O)cc1 (stereo not drawn) | 209 | 1 |
| CC(C)(C)c1cc(Br)ccc1OCC(=O)Nc1ncn[nH]1 | 100 | 4 |
| CC(C)C(c1nnnn1C1CCCC1)N1CCCc2ccccc21 (stereo not drawn) | 87 | -6 |
| O=C(CSc1nc2ccc(NC(=O)c3ccc(Cl)cc3Cl)cc2s1)NC1CCCCC1 | · | -7 |
| Cn1c(NCc2ccco2)nc2ccccc21 | 106 | 4 |
| CC(NC(=O)Nc1ccccc1)C(c1cccs1)N1CCN(C)CC1 (stereo not drawn) | 91 | -6 |
| O=C(Nc1ccc(F)c(Cl)c1)c1nn2c(c1Cl)NC(c1ccccc1)CC2C(F)(F)F (stereo not drawn) | · | -4 |
| Cc1cc(C)n(C(=O)c2cc3ccccc3c(=O)o2)n1 | 120 | 1 |
| COC(=O)c1cccc(-n2nnnc2SCC(=O)Nc2nc3c(s2)CCCC3)c1 | · | 1 |
| O=C(NCc1n[nH]c(=S)n1-c1ccc(Br)cc1)c1cccc2ccccc12 | 87 | · |
| COc1ccccc1NC(=O)c1cc(Nc2ccc(F)c(F)c2)nc2ccccc12 | · | -5 |
| O=C(COc1ccc(Cl)cc1Cl)n1cc([N+](=O)[O-])cn1 | · | 2 |
| Cc1ccc(NCC(=O)N/N=C\C=C\c2ccco2)cc1 | · | 1 |

Complete entries from above:
`COc1cc(C(=O)Nc2ccc(C(=O)O)cc2)c2ccccc2n1` as listed: BAP1 inh: ·; HePTP inhibitor: 4
`CC(C)(C)c1cc(Br)ccc1OCC(=O)Nc1ncn[nH]1` as listed: BAP1 inh: 100; HePTP inhibitor: 4

The results go on:
| SMILES | BAP1 inh | HePTP inhibitor |
| --- | --- | --- |
| Cc1[nH][nH]c(=O)c1C(c1ccc(F)cc1)C(C#N)C#N (stereo not drawn) | · | -1 |
| COC(=O)Cn1ncc2c(C)n(Cc3ccccc3)c(C)c2c1=O | 85 | 16 |
| CCOCCCNC(=O)c1c[nH]c2cc(C)ccc2c1=O | 93 | 3 |
| Cc1cc(N2CCN(Cc3ccc4c(c3)OCO4)CC2)n2ncnc2n1 | 112 | -6 |
| CC(C)C[C@H](N)c1nnc(S(=O)(=O)Cc2ccc(F)cc2)o1 | 107 | 6 |
| O=C(Nc1ccc(Cc2ccncc2)cc1)Nc1cc(F)c(F)cc1Cl | · | -17 |
| Cc1ccc2c(c1)c1c(n2CC(O)CN2C(=O)CNC2=O)C(=O)CCC1 (stereo not drawn) | 82 | 5 |
| O=C(COc1ccccc1)Nc1cccc2ccccc12 | · | 4 |
| O=C1CC(C(=O)Nc2ccccc2)N=C(N2CCOCC2)N1 (stereo not drawn) | 68 | 5 |
| CC1CCCCN1C(=O)c1nn2c(c1Cl)NC(c1cccs1)CC2C(F)(F)F (stereo not drawn) | 95 | · |
| O=C(COc1ccc(Cl)cc1)NC1CCSC1=O (stereo not drawn) | 81 | 4 |
| COCCNC(=O)CS(=O)Cc1nc(-c2ccc(OC)cc2)oc1C (stereo not drawn) | 99 | 2 |
| C=CCN1C(=O)/C(=C\c2ccc(OCC)cc2)C(=O)NC1=S | · | 8 |
| Cc1c(C(=O)Nc2c(C)n(C)n(-c3ccccc3)c2=O)oc2ccccc12 | 80 | 0 |
| O=c1/c(=C\c2ccc(-c3cccc(Cl)c3)o2)sc2nc3ccccc3n12 | · | -13 |
| Cc1ccc2c(c1)-c1c(cnn1CC(=O)O)CO2 | 108 | 2 |
| Cc1cccc(NC(=O)C2C(c3ccccc3)C=CC(c3ccccc3)C2C(=O)O)c1C (stereo not drawn) | · | 7 |
| COCCCNC(=O)CN(c1ccc(Cl)cc1)S(C)(=O)=O | · | 4 |
| OCCSc1nc(-c2cccnc2)nc2ccccc12 | · | 0 |
| CCOc1ccc(S(=O)(=O)N(CC(=O)Nc2cccnc2)c2ccc(C)cc2)cc1 | · | 2 |
| Cc1nc(CN2CCN(C(=O)c3ccc(Br)cc3)CC2)cs1 | 84 | 3 |
| O=S(=O)(NCc1cn2ccsc2n1)c1ccc(Oc2ccccc2)cc1 | 96 | 7 |
| O=C1OC(c2ccc(Br)cc2)=N/C1=C\c1ccc(OC(=O)c2ccccc2F)cc1 | · | 2 |
| CCCn1c(=N)c(C(=O)NCC2CCCO2)cc2c(=O)n3cccc(C)c3nc21 (stereo not drawn) | · | 7 |
| Cc1cccc(-n2ncc3c(NCc4ccccn4)ncnc32)c1 | 111 | -1 |
| O=C1N/C(=N/c2ccccn2)SC1Cc1cccc(Cl)c1 (stereo not drawn) | · | -2 |
| CCn1c(COc2cccc(OC)c2)nnc1SCC(=O)Nc1ccccc1C(=O)OC | 93 | -6 |
| O=S(=O)(Nc1cccnc1)c1ccc(F)cc1 | · | -2 |
| Cc1cccc(-c2noc(CN(C)S(=O)(=O)c3cc(Cl)ccc3Cl)n2)c1 | 52 | -11 |
| COc1ccc(-n2nc3cc(C)c(NC(=O)COc4ccc(C)cc4)cc3n2)cc1 | · | 6 |
| O=C(Nc1ccc(N2CCOCC2)cc1)C1CCCN(S(=O)(=O)c2cccc(C(F)(F)F)c2)C1 (stereo not drawn) | 100 | 2 |
| O=C(NCC1CCCO1)c1ccc(N2CCCCC2)nc1 (stereo not drawn) | 82 | 13 |
| c1ccc(Cn2c(CNc3nc4ccccc4n3CCN3CCOCC3)nc3ccccc32)cc1 | 96 | 7 |
| CC1(C)C2CCC1(C)C(NC1=NCCC1)C2 (stereo not drawn) | 109 | 10 |
| CC(Oc1ccc(Cl)cc1Cl)C(=O)NC1CCSC1=O (stereo not drawn) | 107 | 2 |
| COc1ccc(OC)c(/C=C2\SC(N3CCC(C)CC3)=NC2=O)c1 | · | 10 |
| CCOC(=O)c1c(NC(=O)C23CC4CC(CC(C4)C2)C3)sc(C(=O)Nc2ccccc2C)c1C | · | 4 |
| NC(=O)c1ccsc1NC(=O)COC(=O)C1CCCN1C(=O)c1cccs1 (stereo not drawn) | 128 | -7 |
| Cc1ccc(/C=C2/SC(=S)N(CCC(=O)N3c4ccccc4Sc4ccccc43)C2=O)cc1 | · | -12 |
| CC1=NN(C(=O)OC(C)(C)C)C(O)(C(F)(F)F)C1 (stereo not drawn) | · | -3 |
| COc1cc(OC)cc(-c2nnc(SCC(=O)N3CCCC3)o2)c1 | 106 | 6 |
| COc1ccc(N=Nc2c(C)[nH]c3ccccc23)cc1 | · | -10 |
| CC(C)OCCCNC(=O)c1cc2c(s1)CS(=O)(=O)C2 | 73 | 8 |
| COc1ccc(-n2ncc3c(NCCCN4CCOCC4)ncnc32)cc1 | 72 | 8 |
| O=C(c1ccc(N2CCN(C(=O)c3ccccc3F)CC2)cc1)c1cccc(F)c1 | · | 3 |
| O=C(/C=N/O)NCCCn1ccnc1 | 72 | -6 |
| Cc1ccc(-n2c(=O)c3c4c(sc3n3c(C)nnc23)COC(C(C)C)C4)cc1 (stereo not drawn) | 92 | 7 |
| CSCCC(NS(=O)(=O)c1ccc2c(c1)OCCO2)C(=O)NCCc1ccccn1 (stereo not drawn) | 110 | -10 |
| CCN(C(=O)CN1CCN(c2ccc(O)cc2)CC1)c1c(N)n(Cc2ccccc2)c(=O)[nH]c1=O | 128 | 7 |
| COc1ccc(N(CC(=O)Nc2ccc3c(c2)OCCO3)S(=O)(=O)c2c(C)noc2C)cc1 | 88 | 0 |
| CCCc1cc(=O)n2[nH]c(Cc3ccccc3)nc2n1 | 119 | 2 |
| CCOc1ccccc1NC(=O)c1ccc(F)c(S(=O)(=O)N2CCC3(CC2)OCCO3)c1 | 68 | -4 |
| COc1ccc(O/C(=N\S(=O)(=O)c2ccccc2)c2ccccc2)cc1 | · | 1 |
| O=C(Nc1ccc(OC(F)(F)F)cc1)c1ccc(Br)o1 | · | 3 |
| COc1ccc(OC)c(NC(=O)CN(c2ccc(OC)c(Cl)c2)S(C)(=O)=O)c1 | 133 | 0 |
| O=C(Nc1nnc(N=Cc2cccs2)s1)c1ccc(S(=O)(=O)N2CCCCC2)cc1 | 55 | · |
| COc1ccccc1N1CCN(CC(=O)c2c(C)n(C)c3ccccc23)CC1 | 108 | 3 |
| CC(=O)C1C(c2ccccc2OC(F)F)NC(=O)NC1(O)C(F)(F)F (stereo not drawn) | 127 | 9 |
| COC(=O)Cc1cc(=O)n(-c2nc3ccccc3[nH]2)[nH]1 | 75 | 2 |
| COC(=O)COc1ccc(-c2nn(C)c(=O)c3ccccc23)cc1 | 90 | 9 |

Next section.
| SMILES | BAP1 inh | HePTP inhibitor |
| --- | --- | --- |
| COC(=O)C(C(=O)OC)C1=C/C(=N/S(=O)(=O)c2ccc(C)cc2)c2ccccc2C1=O | · | 4 |
| Clc1cccc(C=NN2CCN(Cc3ccccc3)CC2)c1 | · | -1 |
| O=C1NC(=O)/C(=C\c2cc3c(cc2Br)OCO3)S1 | · | 3 |
| Cc1oc(-c2ccc(Cl)cc2)nc1CN1CCC(C(=O)NCCCN2CCOCC2)CC1 | 99 | 1 |
| COc1ccc(C2CC(c3ccc(C)cc3)Nc3nc(N)nn32)cc1 (stereo not drawn) | 75 | 0 |
| Cc1cn(-c2ccc(Br)cc2)[nH]c1=O | 60 | 1 |
| N#CCCN(C(=O)c1ccco1)c1ccccc1 | 145 | 5 |
| CC(C)C1N=C2c3ccccc3N=C(SCc3cc(=O)n4ccccc4n3)N2C1=O (stereo not drawn) | 135 | 10 |
| Cc1cc(C(F)(F)F)nn1-c1nc(-c2ccco2)cc(C(F)(F)F)n1 | · | -4 |
| CCOc1cc(C2C(C(=O)N3CCCCC3)=C(C)NC3=C2C(=O)CCC3)cc(Br)c1O (stereo not drawn) | 73 | 3 |
| CCOc1ccccc1NC(=O)CN(C)S(=O)(=O)c1cccc2nsnc12 | 91 | 14 |
| O=C(NN=C1CCCC1)C(=O)NC1CCCCC1 | · | 5 |
| O=C(OC1CCCCC1)c1ccc(NS(=O)(=O)c2ccc([N+](=O)[O-])cc2)cc1 | · | 12 |
| O=C(Nc1ccc(-c2nc3ccccc3s2)cc1)c1ccc(Br)o1 | · | 8 |
| Cc1ccsc1C(C(=O)NC1CCCCC1)N(C(=O)Cc1cccs1)C1CC1 (stereo not drawn) | 92 | -3 |
| Cc1ccc(-c2nn(-c3ccccc3)cc2C=O)o1 | · | -14 |
| Fc1ccc(C(c2nnnn2Cc2cccs2)N2CCN(C3CCCCC3)CC2)cc1 (stereo not drawn) | 110 | 9 |
| CCOC(=O)c1c(-c2ccc(C)cc2)csc1NC(=O)CCCC(=O)O | · | 3 |
| COC(=O)c1ccc2c(=O)n(Cc3ccco3)c(SCC(=O)Nc3ccccc3Cl)nc2c1 | 198 | 3 |
| O=C(CCc1ccccc1)Nc1ccc(Br)cc1 | · | 4 |
| Cc1nn2c(C(F)(F)F)cc(-c3ccc(Cl)cc3)nc2c1C(=O)N1CCCCCC1 | 140 | · |
| Cc1cc(C(=O)N/N=C/c2ccc(-c3cccc(C(=O)O)c3)o2)n[nH]1 | · | 6 |
| O=C(NCc1ccccc1)c1ccc(CN2CCOCC2)cc1 | 94 | 8 |
| CCOC(=O)C1=C(C)N=C2SCC(=O)N2C1c1ccc(OC)c2ccccc12 (stereo not drawn) | · | -9 |
| CCc1ccc(NC(=O)c2cc(C(C)C)on2)cc1 | 105 | 6 |
| Cc1sc2ncn(CC(=O)OCC(=O)NC(C)(C)C)c(=O)c2c1C | 98 | -1 |
| Cc1cc(C)cc(NC(=O)Cn2c(C)c(C=O)c3ccccc32)c1 | · | 5 |
| CCCn1nnc(NC(=O)C(C)Oc2ccc(Cl)cc2Cl)n1 (stereo not drawn) | 89 | 6 |
| O=C(c1ccccc1)c1ccc2[nH]c3ccccc3c2c1 | · | -2 |
| Cc1nn(C)c(C)c1S(=O)(=O)NC1CCCC1 | 86 | -5 |

2 of the compounds above, field by field:
molecule: Cc1cc(N2CCN(Cc3ccc4c(c3)OCO4)CC2)n2ncnc2n1
  BAP1 inh: 112
  HePTP inhibitor: -6
molecule: CC(C)C[C@H](N)c1nnc(S(=O)(=O)Cc2ccc(F)cc2)o1
  BAP1 inh: 107
  HePTP inhibitor: 6

Structural class, those above containing a nitro group on carbon (2)
| SMILES | BAP1 inh | HePTP inhibitor |
| --- | --- | --- |
| O=C(COc1ccc(Cl)cc1Cl)n1cc([N+](=O)[O-])cn1 | · | 2 |
| O=C(OC1CCCCC1)c1ccc(NS(=O)(=O)c2ccc([N+](=O)[O-])cc2)cc1 | · | 12 |

Continuation:
| SMILES | BAP1 inh | HePTP inhibitor |
| --- | --- | --- |
| O=C(O)c1ccc(NS(=O)(=O)c2cc(Cl)ccc2Cl)cc1 | 104 | 0 |
| COCCOC(=O)c1c(C)nc(SCC(=O)Nc2ccc(C)cc2)c(C#N)c1-c1ccco1 | 62 | -3 |
| CCOC(=O)C(C)n1cnc2c(nnn2Cc2ccc(C)cc2)c1=O (stereo not drawn) | 107 | -10 |
| COc1ccc2c(c1)C1=NN(/C(C)=C/C(C)=O)C(c3ccc(Br)cc3)C1CC2 (stereo not drawn) | · | -31 |
| O=C(Nc1ccc(N2CCCCC2)c(Cl)c1)c1ccc(-c2ccc(F)cc2)o1 | · | -2 |
| Cc1cc(=O)[nH]c(SCCOc2ccc3c(c2)CCC3)n1 | 77 | -6 |
| Oc1ccccc1C=NCCN=Cc1ccccc1O | 51 | · |
| COc1cccc(OCCOc2c(Cl)cc(/C=C3/SC(=S)NC3=O)cc2OC)c1 | · | -5 |
| CSc1ccc(C2NC(=O)c3c(sc4c3CCN(C)C4)N2)cc1 (stereo not drawn) | 64 | 7 |
| O=C(Cn1nc(-c2ccc(Cl)cc2)ccc1=O)N1CCN(c2ccccc2)CC1 | 103 | 6 |

Single values from the entries so far.
In HePTP inhibitor, O=C(Cn1nc(-c2ccc(Cl)cc2)ccc1=O)N1CCN(c2ccccc2)CC1 has the entry 6
In HePTP inhibitor, O=C(O)c1ccc(NS(=O)(=O)c2cc(Cl)ccc2Cl)cc1 has the entry 0
